Source: PubChem (several laboratories)
EBV gp42 block: EBV gp42 inhibition; inhibition, % (tested at 21.74 µM); AID 1085; 220,000 tested, 0.42% active; Fluorescence polarization binding assay, mP read-out; Q1HVG2; in the data active = inhibition above about 50%
Target sequence (Q1HVG2 whole entry, looked up): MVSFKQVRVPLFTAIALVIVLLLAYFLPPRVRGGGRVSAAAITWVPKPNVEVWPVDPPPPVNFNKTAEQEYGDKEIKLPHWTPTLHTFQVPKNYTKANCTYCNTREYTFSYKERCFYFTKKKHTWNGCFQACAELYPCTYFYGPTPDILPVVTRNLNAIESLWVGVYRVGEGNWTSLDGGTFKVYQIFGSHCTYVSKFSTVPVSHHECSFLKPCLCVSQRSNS
Runt-SMMHC FRET: Runt domain-CBFb-SMMHC interaction inhibition. Q01196+Q13951. Cerulean-Runt/Venus-CBFb-SMMHC FRET ratio 530/480, 1 h. 220,000 tested, 0.74% active. inhibition, % at 20 µM;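 active = mean inhibition across duplicate retests at 20 µM reaching about 50%, limit read from the data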;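 also: 0% = DMSO wells and 100% = wells with excess untagged CBFb-SMMHC; inhibitors lower the FRET ratio by blocking Runt binding to CBFb-SMMHC; some results filed as inactive read as strong as hits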
TbHK1 inh: blocks Trypanosoma brucei hexokinase 1 activity. inhibition, % at 10 µM. 220,000 tested, 0.11% active. AID 1430. recombinant TbHK1, G6PDH-coupled NADH A340;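 active = inhibition of 50% or more in the single-dose primary screen; inactive = inhibition below 50%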
Runt-CBFb FRET: inhibitors of human RUNX1 Runt domain binding to CBFb; Q01196+Q13951; Cerulean-Runt/Venus-CBFb FRET ratio 530/480, 1 h; inhibition, % at 20 µM; 220,000 tested, 0.46% active; AID 1496;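 active = inhibition over about 50% at 20 µM in the single-dose screen, limit read from the data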;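 also: 0% = DMSO wells and 100% = excess unlabeled CBFb competitor control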
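Assay system: Cerulean-tagged RUNX1 Runt domain (FRET donor) fusion protein / Amount: 100 nM each of Venus-CBFb and Cerulean-Runt domain / Medium: Tris buffer pH 7.5 with salts and BSA / Also added: Venus-CBFb 100 nM / Schedule: 1 h complex formation plus 1 h compound treatment, room temperature / Signal: FRET fluorescence / Read-out: loss of energy transfer signal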
zVAD death inh: blocks zVAD induced death of L929 cells. L929 zVAD necroptosis rescue, ATP luminescence, 24 h; with zVAD 60 µM. viability rescue, % at 10 µM. 220,000 tested, 0.38% active;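 active = activation, scaled between plate controls, above about 75%, limit read from the data; inactive = activation under that limit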;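 also: 0% = zVAD with DMSO and 100% = DMSO alone without zVAD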
p47phox inh: inhibitors of human p47phox binding; inhibition, % at 24.7 µM; AID 1274; p47phox/p22phox peptide binding, fluorescence polarization, 2 h; 220,000 tested, 0.53% active; P14598;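 active = inhibition above about 30%, limit read from the data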;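 also: 0% = p47phox with labelled peptide and 100% = labelled peptide alone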
Mdm2 ligase inh: blocks human Mdm2 ubiquitin ligase activity; cell-based MDM2 ubiquitination luciferase reporter, 2 h; 0 = plate control, 100 = twice control, blank-subtracted; Q00987; 210,000 tested, 0.11% active; signal enhancement, % at 5 µM;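 active = signal enhancement of 30% or more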;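 also: luminescence tracks abundance of the self-degrading MDM2-luciferase fusion protein; higher signal means inhibition of MDM2 E3 ligase activity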
Target sequence (Q00987 whole entry, looked up, the tested form may be a part): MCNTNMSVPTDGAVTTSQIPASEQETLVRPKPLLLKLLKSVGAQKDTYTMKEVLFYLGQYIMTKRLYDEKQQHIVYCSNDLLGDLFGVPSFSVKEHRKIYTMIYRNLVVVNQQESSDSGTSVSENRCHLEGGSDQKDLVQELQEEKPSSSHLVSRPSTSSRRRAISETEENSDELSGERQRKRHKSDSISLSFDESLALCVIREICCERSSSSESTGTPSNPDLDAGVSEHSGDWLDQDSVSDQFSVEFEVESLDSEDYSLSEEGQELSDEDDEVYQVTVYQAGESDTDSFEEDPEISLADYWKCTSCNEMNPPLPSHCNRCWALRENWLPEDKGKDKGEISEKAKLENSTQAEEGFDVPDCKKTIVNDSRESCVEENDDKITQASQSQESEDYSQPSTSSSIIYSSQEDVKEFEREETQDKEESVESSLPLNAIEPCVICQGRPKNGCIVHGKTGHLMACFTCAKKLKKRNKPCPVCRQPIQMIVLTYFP
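Test system: stable mammalian line carrying autodegrading MDM2–luciferase fusion reporter; quantity: 2000 cells in each well; times: 4 h cell settling then 2 h compound exposure, 37 °C; detection: luminescence with SteadyLite reagent, 15 min at room temperature; evaluation: percent signal gain over controls, blank-subtracted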
14-3-3 Bad PPI: disrupts binding of bovine 14-3-3 zeta to phospho-Bad peptide; P63103; AID 781; inhibition, % at 21.7 µM; 220,000 tested, 0.71% active; TR-FRET 14-3-3zeta/Dy647-pBad peptide displacement, 1 h;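 active = inhibition above about 70%, limit read from the data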;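 also: 0% = full 14-3-3 plus peptide FRET controls and 100% = background without 14-3-3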
Target sequence (P63103 whole entry, looked up): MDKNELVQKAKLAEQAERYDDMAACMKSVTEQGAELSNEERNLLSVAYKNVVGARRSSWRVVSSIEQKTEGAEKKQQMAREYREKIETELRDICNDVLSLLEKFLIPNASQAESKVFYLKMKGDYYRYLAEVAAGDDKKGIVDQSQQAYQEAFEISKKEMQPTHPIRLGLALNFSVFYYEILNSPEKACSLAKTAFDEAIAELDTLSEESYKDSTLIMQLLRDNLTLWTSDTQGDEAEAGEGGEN
Hck Nef HTS: inhibitors of human Hck kinase activated by Nef; Recombinant Hck-YEEI plus Nef, Z-Lyte FRET kinase assay; inhibition, % at 20 µM; P08631; 220,000 tested, 0.68% active;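 active = Hck-Nef kinase inhibition above about 50%, limit read from the data; inactive = inhibition below that limit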;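 also: 0% = DMSO with Hck plus Nef and 100% = Hck alone without Nef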
* = called active by the depositor; . = no result given; [ ] = remark or other dose.

| SMILES | Mdm2 ligase inh | zVAD death inh | p47phox inh | Runt-CBFb FRET | Hck Nef HTS | 14-3-3 Bad PPI | EBV gp42 block | TbHK1 inh | Runt-SMMHC FRET |
| --- | --- | --- | --- | --- | --- | --- | --- | --- | --- |
| CC(C)OCCCNC(=S)NNC(=O)C(c1ccccc1)c1ccccc1 | -19 | -0.4 | -7 | 1 | -1 | -21 | -15 | 4 | 13 |
| CCCCC(=O)NC1(C(F)(F)F)C(=O)Nc2c1c(=O)n(C)c(=O)n2C (configuration not stated) | -27 | -0.2 | -11 | -1 | 2 | 4[fluorescence artefact?] | -4 | 16 | -1 |
| O=C(Nc1ccn(Cc2ccccc2F)n1)c1ccc(COc2ccc(Br)cc2)cc1 | -10 | 0.1 | -17 | . | 3 | -1 | -10 | 4 | -4 |
| Clc1ccc(NC2(c3nnnn3C3CCCCC3)CCCCC2)cc1 | -16 | 0.0 | -9 | 3 | 1 | 17 | -22 | 7 | 5 |
| COc1cccc2cc(C(C)N(CCCN3CCOCC3)C(=S)Nc3cccc(C)c3)oc12 (configuration not stated) | -7 | 0.5 | 3 | 0 | -3 | -4 | 1 | -7 | 1 |
| O=C(O)CC/C(=N/NC(=O)CNC(=O)C(c1ccccc1)c1ccccc1)c1ccccc1 | -8 | -0.3 | -22 | 1 | -8 | -7 | -23 | -9 | -21 |
| COc1ccc(Cc2nc(-c3ccc(Cl)cc3)no2)cc1 | -6 | 0.7 | -18 | -3 | -2 | -6 | -8 | 2 | -1 |
| CCOC(=O)CCNC(=O)Nc1ccc2nc(C)n(Cc3ccc(Cl)cc3)c(=O)c2c1 | 3 | 0.3 | -5 | -5 | 1 | 3 | -3 | 4 | -8 |
| COc1ccccc1CN1C[C@@H]2C[C@@H](c3ccc(C)c(C)c3)N3CCC[C@@]23C1=O | -10 | -0.5 | -19 | 2 | 21 | -4 | -23 | -5 | -5 |
| CCN1C(=O)CC(C(=O)NCCc2ccc(S(N)(=O)=O)cc2)SC1=Nc1ccc(OC)cc1 (configuration not stated) | -8 | 0.3 | -7 | 0 | 2 | 5 | 3 | -1 | 2 |

(further entries)
| SMILES | Mdm2 ligase inh | zVAD death inh | p47phox inh | Runt-CBFb FRET | Hck Nef HTS | 14-3-3 Bad PPI | EBV gp42 block | TbHK1 inh | Runt-SMMHC FRET |
| --- | --- | --- | --- | --- | --- | --- | --- | --- | --- |
| CC(=O)Nc1ccc(OCC(O)CN2CCN(c3ccccc3Cl)CC2)cc1 (configuration not stated) | . | -0.3 | -2 | 1 | 15 | 3 | 1 | -1 | 3 |
| OCCCc1cn(-c2ccccc2)c2ccccc12 | -13 | 3.1 | -6 | -2 | 23 | -6 | -13 | -3 | 2 |
| COc1ccc(/C=N/N=C2/NC(=O)CC(C(=O)O)S2)cc1 (configuration not stated) | -14 | 0.1 | -4 | -3 | 1 | -1 | 0 | -14 | -40 |
| Cc1cccc(CN2C[C@]34C=C[C@@H](C[C@@H]3S2(=O)=O)O4)c1 | 15 | -0.6 | 20 | 1 | 30 | 1 | -16 | -4 | 0 |
| CC1(C)C(=O)OC(c2c3ccccc3cc3ccccc23)C(C)(C)C1=O (configuration not stated) | -7 | 0.2 | -13 | 0 | 40 | 3 | -12 | -5 | 2 |
| CCOP(=O)(OCC)c1nc(-c2ccc(Cl)cc2Cl)oc1N1CCOCC1 | -9 | 0.1 | -4 | -4 | 21 | 22 | -5 | -14 | 2 |
| COc1cc(C(=O)O)cc(Br)c1OC1CCCC1 | -9 | -1.5 | 4 | 0 | 7 | 68 | -3 | 1 | -2 |
| Cc1ccccc1S(=O)(=O)NCc1ccc(N2CCN(C)CC2)cc1 | 9 | -0.6 | -17 | -3 | 17 | -9 | -7 | 5 | 1 |
| Cc1ccc(N=C(NO)c2nonc2N)cc1 | -14 | 0.1 | 6 | 2 | 3 | -4[fluorescence artefact?] | -4 | -1 | -4 |
| O=C(NCc1ccc2c(c1)OCO2)c1cccc(S(=O)(=O)N2CCCCC2)c1 | 2 | . | -4 | -1 | 0 | 15[fluorescence artefact?] | -10 | 0 | -5 |

Carrying on.
| SMILES | Mdm2 ligase inh | zVAD death inh | p47phox inh | Runt-CBFb FRET | Hck Nef HTS | 14-3-3 Bad PPI | EBV gp42 block | TbHK1 inh | Runt-SMMHC FRET |
| --- | --- | --- | --- | --- | --- | --- | --- | --- | --- |
| Cc1ccc(CC(=O)Nc2ccc([N+](=O)[O-])cc2C)cc1 | -1 | 1.5 | -3 | 1 | -4 | -5 | 1 | -2 | -3 |
| CN(C(=O)c1ccc2c(c1)OCO2)C1(C(=O)NC2CCCCC2)CCCCC1 | -13 | -0.3 | 3 | -2 | 13 | -4 | -1 | 37 | 1 |
| CC(C)c1ccc(NC(=O)COC(=O)/C=C/c2cccc([N+](=O)[O-])c2)cc1 | -2 | 1.0 | -8 | -2 | 1 | -33 | -19 | -3 | 2 |
| Cn1cccc1/C=C1\SC(=S)N(Nc2ccccc2)C1=O | -3 | 0.1 | -14 | -8 | -3 | 7 | -93 | -4 | -36 |
| COc1cc(C(=O)N2CCN(c3cccc(C)c3C)CC2)cc(OC)c1OC | 1 | -0.3 | -4 | -1 | 18 | 10 | -9 | -6 | -1 |
| Cc1nc(N2CCN(Cc3ccc(Cl)cc3)CC2)c2oc3ccccc3c2n1 | -19 | 0.6 | -18 | -4 | 7 | 4 | -14 | -16 | -3 |
| Cc1ccc(C(C(=O)NC2CCCCC2)N(Cc2ccccc2)C(=O)Cc2c[nH]c3ccccc23)o1 (configuration not stated) | -15 | 0.9 | -1 | 4 | 2 | -1 | 5 | -1 | 8 |
| CC(C)N(CCc1ccncc1)C(=O)Nc1ccc(Cl)c(Cl)c1 | -12 | 2.2 | -14 | 3 | 0 | -1 | 1 | -4 | -1 |
| CCOC(=O)/C(C#N)=C/Nc1ccccc1NS(=O)(=O)c1cccc(C(C)=O)c1 | -19 | -0.4 | 6 | 1 | 22 | 4 | -8 | -13 | -2 |
| CCCCCOC(=O)C1C(c2ccccc2)C(C(=O)O)C1c1ccccc1 (configuration not stated) | -10 | . | -6 | -2 | -2 | 4[fluorescence artefact?] | -5 | 0 | 1 |

Of the compounds above, 7 contain a Cl atom.
| SMILES | Mdm2 ligase inh | zVAD death inh | p47phox inh | Runt-CBFb FRET | Hck Nef HTS | 14-3-3 Bad PPI | EBV gp42 block | TbHK1 inh | Runt-SMMHC FRET |
| --- | --- | --- | --- | --- | --- | --- | --- | --- | --- |
| Clc1ccc(NC2(c3nnnn3C3CCCCC3)CCCCC2)cc1 | -16 | 0.0 | -9 | 3 | 1 | 17 | -22 | 7 | 5 |
| COc1ccc(Cc2nc(-c3ccc(Cl)cc3)no2)cc1 | -6 | 0.7 | -18 | -3 | -2 | -6 | -8 | 2 | -1 |
| CCOC(=O)CCNC(=O)Nc1ccc2nc(C)n(Cc3ccc(Cl)cc3)c(=O)c2c1 | 3 | 0.3 | -5 | -5 | 1 | 3 | -3 | 4 | -8 |
| CC(=O)Nc1ccc(OCC(O)CN2CCN(c3ccccc3Cl)CC2)cc1 (configuration not stated) | . | -0.3 | -2 | 1 | 15 | 3 | 1 | -1 | 3 |
| CCOP(=O)(OCC)c1nc(-c2ccc(Cl)cc2Cl)oc1N1CCOCC1 | -9 | 0.1 | -4 | -4 | 21 | 22 | -5 | -14 | 2 |
| Cc1nc(N2CCN(Cc3ccc(Cl)cc3)CC2)c2oc3ccccc3c2n1 | -19 | 0.6 | -18 | -4 | 7 | 4 | -14 | -16 | -3 |
| CC(C)N(CCc1ccncc1)C(=O)Nc1ccc(Cl)c(Cl)c1 | -12 | 2.2 | -14 | 3 | 0 | -1 | 1 | -4 | -1 |

New compounds follow
| SMILES | Mdm2 ligase inh | zVAD death inh | p47phox inh | Runt-CBFb FRET | Hck Nef HTS | 14-3-3 Bad PPI | EBV gp42 block | TbHK1 inh | Runt-SMMHC FRET |
| --- | --- | --- | --- | --- | --- | --- | --- | --- | --- |
| CCCc1nnc(SCC(=O)N2CCCC(C)C2)n1CCOC (configuration not stated) | -8 | 0.0 | 4 | 1 | -23 | 12 | -2 | 8 | -5 |
| COCC(C)NC(=O)CCS(=O)(=O)c1nc(-c2ccc(OC)cc2)cc(C(F)(F)F)n1 (configuration not stated) | -11 | 4.2 | -4 | 0 | -9 | -8 | -14 | -24 | 4 |
| Cc1ccccc1C(=O)Nc1ccc(Br)c(C)n1 | -34 | -0.2 | -6 | -2 | 2 | 2 | -6 | -7 | -1 |
| Cc1cc2c(N=O)c(NO)ccc2[nH]1 | 1 | 38 | -10 | -1 | 0 | -9[fluorescence artefact?] | -12 | -9 | -14 |
| CCN1CC(CN(C)Cc2nc(COc3ccccc3)no2)CC1=O (configuration not stated) | -1 | 0.3 | -8 | 0 | 0 | -8 | -15 | -7 | -6 |
| Cc1ccc(SCC(=O)Nc2ccc(S(=O)(=O)Nc3nccs3)cc2)cc1 | -17 | -0.1 | -26 | 0 | 1 | -4 | -10 | 4 | 0 |
| Cc1nn(C(C)C(=O)N2CCc3ccccc3C2)c(=O)c2cc3occc3n12 (configuration not stated) | -21 | 1.4 | -2 | 1 | -4 | -4 | -13 | -5 | -5 |
| CN(C)S(=O)(=O)Oc1ccsc1C(=O)Nc1ccc(C(F)(F)F)cc1 | -16 | 42 | 4 | -3 | 22 | -14 | 11 | 1 | 5 |
| COc1ccccc1NC(=O)c1cccnc1 | 4 | 1.0 | 4 | 0 | -1 | -8 | -9 | -11 | -8 |
| COC(=O)COc1cccc2c(=O)n(CC(=O)NCc3ccc(F)cc3)ccc12 | 3 | -0.1 | 8 | 0 | 8 | 3 | -7 | -17 | -4 |

Remaining list, next part.
| SMILES | Mdm2 ligase inh | zVAD death inh | p47phox inh | Runt-CBFb FRET | Hck Nef HTS | 14-3-3 Bad PPI | EBV gp42 block | TbHK1 inh | Runt-SMMHC FRET |
| --- | --- | --- | --- | --- | --- | --- | --- | --- | --- |
| NC(=O)c1cccc(S(=O)(=O)N2CCCCC2)c1 | -13 | -0.1 | -4 | 1 | 1 | 9 | 6 | -3 | 3 |
| CC(=O)CC(=O)Nc1ccccc1NC(C)=O | -12 | 0.8 | 8 | -2 | 2 | -1[fluorescence artefact?] | -9 | -1 | 0 |
| CCc1ccc(OCCNC(=O)c2ccccc2SCc2ccc(F)cc2)cc1 | -8 | 0.0 | 2 | -4 | 1 | 5 | -12 | 5 | -1 |
| CCN1CCN(CC(O)COCC2COc3ccccc3O2)CC1 (configuration not stated) | -7 | 1.9 | 3 | -1 | -1 | 16 | -3 | 2 | 0 |
| CC(/C=N\NC(=O)c1cc(C)oc1C)=C\c1ccccc1 | -12 | -0.1 | -10 | -2 | 5 | -10[fluorescence artefact?] | 3 | 9 | 0 |
| C[C@@H]1NC(=O)c2cc([N+](=O)[O-])cc(I)c2OCC[C@@H](C(N)=O)NC(=O)[C@H](CCC(=O)O)NC1=O | . | 4.5 | -1 | 2 | -2 | 11[fluorescence artefact?] | -12 | -4 | -1 |
| NS(=O)(=O)c1ccc(CCNc2cc(=O)n(Cc3ccc(F)cc3)c(=O)[nH]2)cc1 | -2 | 2.6 | -3 | 2 | 2 | 8 | 0 | 3 | 5 |
| CN(C)CCNC(=O)c1onc(CSc2ccc(F)cc2)c1C(=O)NCCN(C)C | -8 | 0.1 | -16 | 3 | 26 | -5 | -13 | -6 | 2 |
| Cc1nn2c3ccccc3nc2n(C)c1=O | -15 | 1.8 | 1 | -2 | 0 | -7[fluorescence artefact?] | -27 | -10 | 2 |
